Source: PubChem BioAssay (several laboratories)
HSP90 inh = inhibitors of HSP90 luciferase refolding in rabbit reticulocyte lysate; luciferase refolding luminescence, 3 h; inhibition, % at 5.6 µM; actives 0.91% (n = 290,000); AID 1789;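 active = inhibition above the screen-wide mean plus 3 SD, computed separately per campaign, cut at about 16% in these data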;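 also: 0% = DMSO wells and 100% = 60 µM geldanamycin wells; inhibitors lower the luminescence because luciferase stays unfolded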
HIF activator = HIF pathway transcriptional activation; U2OS HRE-luciferase reporter, luminescence; normalized: DMSO 0%, desferrioxamine 100%; activation, % at 7.5 µM (by protocol); actives 0.32% (n = 300,000); AID 1910;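 active = mean activation of at least 10% of the iron chelator positive control signal, with at least half of replicates also reaching 10%; inconclusive = mean and replicate majority disagree about reaching 10%; inactive = mean and most replicates under 10%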
aSyn 5UTR inh = MLPCN primary screen, SNCA 5' untranslated region. AID 1813. alpha-synuclein 5'UTR reporter, inhibitor activity. inhibition, % (tested at 7.5 µM). actives 0.82% (n = 300,000); in the data active = inhibition above about 60%; inconclusive = no clear call, values can overlap the other calls;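 also: H4 neuroglioblastoma cells stably carrying SNCA 5'UTR luciferase fusion; 0% = DMSO wells and 100% = positive control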
IEC-6 cytotox = counter-screen for KLF5 inhibitors: cytotoxicity in IEC-6 cells. IEC-6 cytotoxicity, luminescence viability. inhibition, % at 5 µM. actives 0.78% (n = 290,000). AID 1825; in the data active = inhibition above about 22%;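 also: 0% = plate median of test compound wells and 100% = cytotoxic reference compound wells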
AI-2 QS modul = Vibrio harveyi AI-2 quorum sensing modulation. actives 0.4% (n = 300,000). activity change, % at 7.5 µM. Vibrio harveyi JMH597 AI-2 luminescence/OD600 ratio, 9 h; stronger effect = lower value; strain lacks LuxN and CqsS sensors; 0 = neutral-control median; in the data active = activity change below about -75%, passing the limit was not always enough; inconclusive = no clear call, values can overlap the other calls;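 also: luminescence divided by OD600 gain over 9 h not by final OD600 alone; inactives centre near 13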
KLF5 inhibitor = suppresses KLF5 promoter-driven expression. DLD-1 KLF5 promoter-luciferase reporter, luminescence. inhibition, % at 5 µM. actives 0.23% (n = 290,000);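 active = inhibition above a per-plate limit of that plate's mean compound inhibition plus 3 SD, cut at about 60% in these data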;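 also: 0% = DMSO wells and 100% = LY294002 at 200 µM; higher means less KLF5 promoter-driven luciferase light; inactives centre near -14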
GSK3 alpha inh = human GSK-3 alpha kinase inhibition; inhibition, % at 10 µM; ADP-Glo luminescence, 60 min; P49840; AID 2650; actives 0.1% (n = 320,000);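 in the data active = inhibition above about 50%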;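 also: GST-tagged GSK-3 alpha with peptide substrate and 25 µM ATP; 0% = DMSO neutral wells and 100% = GW8510 positive control wells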
Target sequence (P49840 whole entry, looked up): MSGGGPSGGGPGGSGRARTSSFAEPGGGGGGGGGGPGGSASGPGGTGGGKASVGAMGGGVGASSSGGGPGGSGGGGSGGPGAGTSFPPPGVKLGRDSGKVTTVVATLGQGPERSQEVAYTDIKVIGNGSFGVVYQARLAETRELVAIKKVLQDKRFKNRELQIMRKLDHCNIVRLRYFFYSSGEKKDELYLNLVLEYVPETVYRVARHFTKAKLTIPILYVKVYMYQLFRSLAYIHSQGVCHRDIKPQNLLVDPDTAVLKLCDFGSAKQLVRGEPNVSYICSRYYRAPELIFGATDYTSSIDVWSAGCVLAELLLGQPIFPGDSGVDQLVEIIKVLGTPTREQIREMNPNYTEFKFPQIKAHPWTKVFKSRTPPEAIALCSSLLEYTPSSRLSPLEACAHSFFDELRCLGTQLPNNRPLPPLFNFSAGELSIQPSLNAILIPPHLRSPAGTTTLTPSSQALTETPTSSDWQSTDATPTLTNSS
HSF1 activator = increases HSF-1 driven luciferase reporter signal | actives 1.7% (n = 300,000) | NIH3T3-HGL HSF-1 luciferase reporter, MG132, 8 h; 100% = twice DMSO control signal | activation, % at 9 µM | AID 504408;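 active = mean replicate activation of at least 50% with a set share of replicates each reaching 50%; inconclusive = only one of those two conditions met; inactive = mean below 50% and too few replicates reaching it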;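 also: 0% = median of the neutral control wells and 100% = twice that signal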
GSK3beta inhib = inhibitors of human GSK3beta kinase | GST-GSK3beta kinase, ADP-Glo luminescence, 60 min; stronger effect = lower value | actives 0.038% (n = 300,000) | P49841 | activity score (negative = inhibition), % at 10 µM | AID 2097;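 active = more than half of replicate wells score below -50%, meaning over 50% inhibition versus plate controls; inconclusive = some replicates but at most half score below -50%; inactive = no replicate scores below -50%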;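 also: 0% = median DMSO wells and -100% = median GW8510 positive control wells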
Target sequence (P49841 whole entry, looked up): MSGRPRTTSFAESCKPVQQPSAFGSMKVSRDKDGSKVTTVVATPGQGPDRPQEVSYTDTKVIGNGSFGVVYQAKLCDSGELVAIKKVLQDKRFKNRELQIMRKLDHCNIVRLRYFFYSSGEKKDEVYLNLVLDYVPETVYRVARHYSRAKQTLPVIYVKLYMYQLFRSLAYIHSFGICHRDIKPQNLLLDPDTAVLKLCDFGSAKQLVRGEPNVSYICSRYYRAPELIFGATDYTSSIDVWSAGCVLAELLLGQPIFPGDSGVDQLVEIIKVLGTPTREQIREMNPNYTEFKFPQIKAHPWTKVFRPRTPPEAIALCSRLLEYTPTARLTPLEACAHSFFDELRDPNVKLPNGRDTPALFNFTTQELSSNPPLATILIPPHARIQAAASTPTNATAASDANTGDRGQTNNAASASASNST
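Assay system: GST-tagged human GSK3beta kinase, cell-free; Input: 1.6 ng GSK3beta; Medium: Tris/MgCl2 kinase buffer; Timing: 60 min enzyme reaction, room temperature; Signal: ADP-Glo luminescence quantifying ADP generated by kinase; Evaluation: score relative to plate controls; Benchmarks: DMSO neutral wells and GW8510 at 20 µM as positive.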
HSF1 inhib = HSF1 inhibition | NIH3T3-HGL HSE-luciferase, MG132-induced, luminescence 8 h; stronger effect = lower value | activity change, negative = inhibition, % at 7.5 µM (by protocol) | actives 0.77% (n = 300,000) | AID 2098;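 active = more than half of replicate wells show activity change below -50%, luminescence cut by over half; inconclusive = some wells, but at most half, below -50%; inactive = no replicate well below -50%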;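 also: luciferase reports HSF-1 transcriptional activity via heat shock element; 0% = median of DMSO wells and -100% = zero luminescence signal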
* marks the source's active call; other numbers are inactive results; ? = inconclusive; · = no result given.

SMILES	HSP90 inh	HIF activator	aSyn 5UTR inh	IEC-6 cytotox	AI-2 QS modul	KLF5 inhibitor	GSK3 alpha inh	HSF1 activator	GSK3beta inhib	HSF1 inhib
CCC(C)N=C1Sc2nc3ccc(C)cc3cc2CN1CCOC (stereo unspecified)	-3.0	0.1	-19.9	-3.1	13.1	-19.6	0.8	12.4	0.7	16.0
Cc1cccc(C(=O)NC(C(=O)Nc2nc(-c3ccccn3)cs2)C(C)C)c1 (stereo unspecified)	5.5	0.3	81.4*	48.9*	24.9	26.0	-2.6	-2.1	-3.3	-9.0
O=C(CN1CCN(C2CCCCC2)CC1)Nc1cccc2ccccc12	-0.9	0.5	-14.2	-0.6	18.5	-16.9	-3.2	-3.4	-2.1	-4.0
CCC1=NN(C(=O)Cc2ccccc2)C(O)(c2ccncc2)C1 (stereo unspecified)	-4.2	-0.6	-15.9	0.2	14.5	1.4	8.3	-5.1	1.6	0.7
CCOC(=O)NC(NCc1ccccc1Cl)(C(F)(F)F)C(F)(F)F	-9.8	-0.9	28.0	3.6	0.2	-28.6	-2.0	44.1	2.4	8.7
CN(C)c1ccc(CN(C)C2CCCCC2)cc1	3.0	-0.1	-2.0	3.0	19.9	-36.8	-1.3	-16.9	-3.5	-3.2
Cc1ccc(C)c(S(=O)(=O)Nc2ccc3scnc3c2)c1	0.0	0.8	-61.1	17.4	10.9	16.4	1.5	-0.3	2.3	0.4
COc1ccccc1C(=O)OCC(=O)NC(=O)NCc1ccccc1	1.6	0.3	2.7	5.9	-5.8	-17.9	-1.1	2.7	1.3	2.9
Cn1c(N2CCOCC2)cc(=O)n(C)c1=O	4.4	0.0	9.9	-6.6	10.5	18.5	-4.0	-12.7	-0.9	-1.3
Cc1cc(C)nc(SCc2cccc(C(=O)O)c2)n1	-1.5	-0.7	38.9	2.0	18.8	-2.2	-1.7	13.9	4.3	-10.7
CC(Oc1ccccc1)C(=O)N1CCC2(CC1)Oc1ccc(Cl)cc1C(=O)C21CC(c2ccccc2)=NO1 (stereo unspecified)	·	-0.3	26.2	·	24.3	·	-3.5	7.8	1.0	1.8
CCOC(=O)C1=C(C)NC2=C(C(=O)CCC2)C1c1ccc(O)c(OCC)c1 (stereo unspecified)	7.4	-0.2	-13.6	-0.1	31.8	-5.6	-2.5	6.0	0.5	13.3
Cn1c(N)c(C(=O)COC(=O)c2ccc(Cl)c(S(=O)(=O)N3CCCC3)c2)c(=O)n(C)c1=O	2.5	-0.2	4.8	4.8	14.7	-12.6	3.2	-6.6	1.4	-8.9
CCOc1ccc(NC(=O)CN(C)C(=O)c2cc(S(=O)(=O)N(C)C)ccc2N2CCCC2)cc1OCC	·	-0.6	-6.3	·	12.4	·	-2.5	12.9	1.7	2.7
Cc1noc(C)c1COc1ccccc1C(=O)NNC(=O)C(C)Oc1ccccc1F (stereo unspecified)	·	-1.1	2.0	·	11.8	·	-2.3	-3.9	3.3	2.7
Cc1c(Cl)c([N+](=O)[O-])nn1CCCC(=O)Nc1cc(Oc2ccccc2)cc([N+](=O)[O-])c1	0.8	0.4	5.4	-4.9	11.7	-17.6	-1.8	-16.2	-1.3	-7.6
CCC(=O)c1ccc2c(c1)N(CCCN(C)C)c1ccccc1S2	·	0.3	-22.8	·	2.7	·	3.6	5.3	1.0	3.5
CC(C)C(c1nnnn1Cc1cccs1)N1CCN(C2CCCC2)CC1 (stereo unspecified)	1.4	0.4	-1.2	0.9	·	-21.5	3.3	-25.6	·	-4.4
O=C(CNC(=O)C12CC3CC(CC(C3)C1)C2)N1CCN(S(=O)(=O)/C=C/c2ccccc2)CC1	3.0	0.0	33.5	0.9	21.1	-26.3	1.0	-2.9	0.6	-8.1
O=C(COC(=O)C1=Cc2ccccc2OC1)NCc1ccco1	-6.3	-0.5	-0.7	-9.9	38.7	-4.2	0.2	4.0	4.1	1.2
Cc1cc(-n2ccc(=O)[nH]c2=O)nc(-c2ccccc2)n1	2.6	-0.3	3.1	0.2	13.0	17.4	0.7	12.7	-2.6	-3.0
COC(=O)c1ccsc1NC(=O)C1COc2ccccc2O1 (stereo unspecified)	1.1	0.2	-12.4	1.4	15.0	-20.0	0.0	18.7	1.8	-1.1
CCOc1cccc(/C=C(/C#N)c2nc3ccccc3[nH]2)c1OCC(=O)O	5.8	1.3	-20.6	-2.8	3.4	-39.3	-0.5	-43.0	0.1	-33.4
CC(O)c1nc2ccccc2n1Cc1nnc(-c2ccc(Cl)cc2)o1 (stereo unspecified)	-0.8	4.1	-43.1	-0.7	9.7	-13.3	0.3	-68.1	-23.2	-55.7*
CCN(CCCCN1C(=O)c2ccccc2C1=O)c1ccc2c(c1)C(=O)N(C)C2=O	0.4	-0.4	1.3	0.6	18.0	8.9	-2.6	19.1	-0.6	9.3
CNc1cc(N2CCN(S(=O)(=O)N(C)C)CC2)ccc1[N+](=O)[O-]	-4.8	0.3	-27.4	-3.5	9.9	-38.4	0.2	2.3	-1.8	-0.2
CCNc1ccc(C(=O)OCC)cc1NC(=O)c1cc(S(=O)(=O)N2CCOCC2)ccc1C	0.1	-0.2	-3.7	-2.7	15.2	5.4	2.0	8.2	-0.3	7.4
Cc1cccc(Nc2nc(N3CCCCC3)nc(N3CCCCC3)n2)c1	-3.5	0.4	27.9	0.3	12.0	-7.3	-1.7	4.1	-0.6	-10.5
Cn1c(CN2CCCC2)nc2cc(NC(=O)c3cccs3)ccc21	3.4	3.2	-76.4	5.8	20.9	-48.1	-2.8	15.1	-0.3	9.2
CC(C)(C)c1csc(NC(=O)c2ccccc2O)n1	0.9	-0.6	-141.4	1.8	3.8	-117.6	-1.2	-39.4	0.7	?
CCN(CC)c1ccc(-c2nn3c(-c4n[nH]c5c4CCC5)nnc3s2)cc1	-1.1	0.6	72.3*	85.4*	16.7	72.6*	-0.2	-2.9	2.0	-7.0
CCOCCCNC(=S)Nc1ccc2nc(N3CCN(CC)CC3)cc(C)c2c1	2.3	-0.1	-5.7	1.4	15.7	3.8	-0.2	18.0	-4.0	7.6
CCCCCN(C(=O)CCC(=O)OCC(=O)c1ccc(F)c(F)c1)c1c(N)n(CCCC)c(=O)[nH]c1=O	·	-0.1	-3.4	·	15.5	·	-1.9	-4.6	-0.2	3.8
CC/C(=N\NC(N)=O)c1ccc(OC(F)F)cc1	-3.7	-0.4	19.9	4.4	8.7	-7.7	-1.4	-13.3	2.1	-6.3
CC12CC3CC(C)(C1)CC(C(=O)N1CCN(C(=O)C4CCCO4)CC1)(C3)C2 (stereo unspecified)	-1.8	0.0	5.6	-4.3	4.6	-15.1	-1.1	-10.6	4.0	-10.2
Cc1nnc(NC(=O)c2ccc3ccccc3c2)o1	-0.8	·	·	-1.5	·	-12.5	-0.4	·	·	·
Cc1ccc2cccc(S(=O)(=O)N3CCN(c4ccccc4F)CC3)c2n1	-0.2	-0.6	14.0	-0.8	-7.3	7.4	0.0	15.8	3.7	4.1
O=c1c2[nH]c3ccc(F)cc3c2ncn1CCCN1CCOCC1	1.5	0.0	-5.6	-1.9	-5.0	-16.2	3.3	24.2	-2.3	-1.0
Cc1ccc(NC(=S)NCc2ccc3c(c2)OCO3)cc1	4.8	0.0	-27.7	1.2	-3.7	-16.6	0.6	20.0	-2.1	3.8
CS(=O)(=O)N(CC(=O)N1CCc2ccccc2C1)c1ccc2c(c1)OCO2	-7.0	-0.5	-9.9	6.4	19.0	3.0	-1.7	4.2	1.1	4.4
Oc1ccc(N=Nc2ccc3c(c2)OCO3)c2ccccc12	1.1	·	8.2	1.1	13.8	22.6	-1.6	·	-0.9	·
O=C(C1CC1)N1CCc2cc(Br)cc(S(=O)(=O)NC3CCCCC3)c21	-0.5	-0.8	2.6	-8.0	10.9	-9.0	-2.2	0.4	-1.6	3.8
CCC(=O)c1cn(CC(=O)Nc2ccccc2Cl)c2ccccc12	-1.1	-22.8	5.7	-0.3	0.7	-19.6	0.8	14.7	-1.7	1.2
COC(=O)c1cc(OC)c(OC)cc1NC(=O)CN1CCOCC1	-6.1	-0.2	34.8	2.0	18.2	-26.2	-0.1	-2.0	2.4	1.6
Cc1ccc(OCC(=O)Nc2ccccc2Sc2ccccc2)c([N+](=O)[O-])n1	-6.7	0.6	20.7	-6.3	0.7	1.9	0.2	10.3	-5.3	7.9

Sorted by length of the SMILES (smallest number first): 3 of the compounds above
SMILES	HSP90 inh	HIF activator	aSyn 5UTR inh	IEC-6 cytotox	AI-2 QS modul	KLF5 inhibitor	GSK3 alpha inh	HSF1 activator	GSK3beta inhib	HSF1 inhib
CC/C(=N\NC(N)=O)c1ccc(OC(F)F)cc1	-3.7	-0.4	19.9	4.4	8.7	-7.7	-1.4	-13.3	2.1	-6.3
Oc1ccc(N=Nc2ccc3c(c2)OCO3)c2ccccc12	1.1	·	8.2	1.1	13.8	22.6	-1.6	·	-0.9	·
Cn1c(CN2CCCC2)nc2cc(NC(=O)c3cccs3)ccc21	3.4	3.2	-76.4	5.8	20.9	-48.1	-2.8	15.1	-0.3	9.2
